TcdB GH inh – inhibitors of Clostridioides difficile toxin B glycohydrolase; P18177; TcdB glycohydrolase enzymatic assay, plate reader; inhibition, % at 9.99 µM; 350,000 tested, 0.24% active; in the data active means inhibition above about 10%
Anthrax LF inh2 – anthrax lethal factor protease inhibition; P15917; AID 588501; 360,000 tested, 0.12% active; multiplex microsphere protease cleavage assay, LF; inhibition, % at 10 µM; further: plate controls were buffer without enzyme for full effect and enzyme alone for no effect
Target sequence (P15917 whole entry, looked up): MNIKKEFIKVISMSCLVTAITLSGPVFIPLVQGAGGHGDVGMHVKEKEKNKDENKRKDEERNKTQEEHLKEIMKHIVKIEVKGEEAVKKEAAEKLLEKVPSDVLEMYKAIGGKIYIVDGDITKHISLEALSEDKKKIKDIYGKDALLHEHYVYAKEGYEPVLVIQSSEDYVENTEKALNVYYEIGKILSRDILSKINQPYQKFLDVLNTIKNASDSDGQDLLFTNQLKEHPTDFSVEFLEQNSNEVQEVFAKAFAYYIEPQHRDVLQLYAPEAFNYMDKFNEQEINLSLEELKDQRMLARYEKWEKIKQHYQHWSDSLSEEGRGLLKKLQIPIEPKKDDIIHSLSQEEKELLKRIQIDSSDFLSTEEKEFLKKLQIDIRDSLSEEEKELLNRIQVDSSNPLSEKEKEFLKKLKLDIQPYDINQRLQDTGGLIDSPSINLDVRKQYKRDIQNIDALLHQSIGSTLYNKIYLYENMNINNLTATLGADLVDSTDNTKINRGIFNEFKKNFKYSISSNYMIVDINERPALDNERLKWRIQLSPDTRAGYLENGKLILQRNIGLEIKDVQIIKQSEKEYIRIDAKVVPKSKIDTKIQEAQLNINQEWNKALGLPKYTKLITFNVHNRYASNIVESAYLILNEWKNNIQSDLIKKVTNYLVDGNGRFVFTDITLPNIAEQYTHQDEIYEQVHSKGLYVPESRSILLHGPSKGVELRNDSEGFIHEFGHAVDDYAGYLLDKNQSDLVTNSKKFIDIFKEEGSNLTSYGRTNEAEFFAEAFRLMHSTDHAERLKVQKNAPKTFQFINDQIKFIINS
Yp Topo-I inh – Y. pestis Topo-I inhibition via cleavage products; Y. pestis Topo-I cleavage product accumulation, plate reader; activity, % at 10 µM; 360,000 tested, 0.064% active; AID 504884; in the data active means activity above about 50%, passing the limit was not always enough; inconclusive means no clear call, values can overlap the other calls; further: inactives centre near 2
PrPC TRFRET – inhibitors of human cell surface prion protein PrPC | TR-FRET read-out | inhibition, % at 13.8 µM | 370,000 tested, 0.43% active | AID 720596; in the data active means inhibition above about 24%; further: 0% = median of the test wells and 100% = reference compound wells
PfHsp40 yeast – rescue of PfHsp40-mediated yeast toxicity; S. cerevisiae expressing PfHsp40, growth rescue, ATP luminescence; 340,000 tested, 0.68% active; AID 504582; growth rescue, % at 12.5 µM; in the data active means growth rescue above about 28%, passing the limit was not always enough; inconclusive means no clear call, values can overlap the other calls;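 further: yeast W303a lacking pdr1 and pdr3 grown in galactose medium; growth measured after three days at 30 °C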
Vc quorum ag – inducers of Vibrio cholerae quorum light production without autoinducers; 350,000 tested, 0.16% active; activation, % at 18.7 µM; V. cholerae BH1578 lux reporter, luminescence, 6 h; AID 588436; in the data active means activation mostly above about 9.7%, no sharp cut-off; inconclusive means no clear call, values can overlap the other calls; inactive means mostly below about 3.7%; further: not every result past the cut was called active; inactives centre near 0; reference of the scale not given here
SARS 3CLpro inh – SARS-CoV 3CLpro protease inhibition; 290,000 tested, 0.14% active; inhibition, % at 6 µM; recombinant SARS-CoV 3CLpro, quenched FRET peptide cleavage; P0C6X7; in the data active means inhibition above about 12%
PriA SSB inh – K. pneumoniae PriA-SSBct interaction inhibition; 430,000 tested, 0.6% active; AlphaScreen SSBct-PriA binding, biotinylated peptide; inhibition, % at 33 µM; in the data active means inhibition mostly above about 37%, no sharp cut-off; inactive means mostly below about 20%;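 further: plate controls were negative control peptide for no effect and reference peptide for full effect; strong numbers were not always called active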
BoNT A protease – blocks Botulinum neurotoxin A light chain protease; multiplex microsphere protease substrate cleavage, flow cytometry; inhibition, % at 10 µM; 360,000 tested, 0.17% active; AID 588499; further: plate controls were buffer without enzyme for full effect and enzyme alone for no effect
Numbers without * were called inactive; i = inactive; ? = inconclusive; · = not tested or not shown; & = joins results of further samples. Unless noted, no stated cut-off is given here; in the data, active means inhibition above about 30%; inconclusive means no clear call, values can overlap the other calls; inactive means below that. This is a subset; the hit share may differ from the screen's.

Sample of the layout (10 entries):
SMILES | TcdB GH inh | Anthrax LF inh2 | Yp Topo-I inh | PrPC TRFRET | PfHsp40 yeast | Vc quorum ag | SARS 3CLpro inh | PriA SSB inh | BoNT A protease
O=C(CSc1nc(-c2ccccc2)cs1)N1CCN(C(=O)c2ccco2)CC1 | · | 8 | 1 | 3 | 0.9 | -0.4 | -3 | -15 | 0.4
Cc1ccc(C(=O)Nc2ccc3nccnc3c2)cc1 | · | 2 | -10 | -24 | 1.9 | -25 | 0 | -1 | -0.7
COc1ccccc1N1CCN(C2CCN(C(=O)c3cc(OC)c(OC)c(OC)c3)CC2)CC1 | · | -6 | -1 | -9 | -1.0 | -0.3 | 0 | 5 | -0.7
O=C(O)COc1ccccc1/C=N/NC(=O)CSc1nnc(-c2ccc(Cl)cc2)n1C1CCCCC1 | -11 | -2 | 33 | 5 | 2.1 | i | 3 | i | -0.2
COc1ccc(C(=O)/C=C/c2cn(CC(O)CN3CCN(C)CC3)c3ccccc23)cc1OC (stereo unspecified) | 1.1 | -17 | -21 | -25 | -1.2 | -1.3 | -4 | 9 | 8.0
Cc1ccc(C(C)C)c(OCC(=O)NNC(=O)CC2OC(=O)c3ccccc32)c1 (stereo unspecified) | 0.1 | 4 | 6 | 2 | 0.5 | i | · | -6 | 0.1
C[C@H](CO)N1C[C@H](C)[C@@H](CN(C)S(=O)(=O)c2cccs2)Oc2ccc(NC(=O)NC3CCCCC3)cc2C1=O | 0.5&0.8 | -1 | 4 | -5 | 0.1 | -2.1 | · | 1 | 0.1
COc1cc(CNCCO)cc(Br)c1OCc1ccccc1 | -0.8 | · | -4 | 9 | -0.1 | i | -5 | -9 | ·
COc1cccc(OC)c1OCCN1CCCC1 | -4.1 | 3 | -2 | 9 | 0.5 | -0.8 | 1 | 2 | -0.1
O=C(CSCc1cnn(-c2ccccc2)c1-n1cccc1)NCC1CCCO1 (stereo unspecified) | · | -3 | 21 | 3 | -0.6 | -2.6 | 1 | · | 0.4

Main list, repeating the preview:
SMILES | TcdB GH inh | Anthrax LF inh2 | Yp Topo-I inh | PrPC TRFRET | PfHsp40 yeast | Vc quorum ag | SARS 3CLpro inh | PriA SSB inh | BoNT A protease
O=C(CSc1nc(-c2ccccc2)cs1)N1CCN(C(=O)c2ccco2)CC1 | · | 8 | 1 | 3 | 0.9 | -0.4 | -3 | -15 | 0.4
Cc1ccc(C(=O)Nc2ccc3nccnc3c2)cc1 | · | 2 | -10 | -24 | 1.9 | -25 | 0 | -1 | -0.7
COc1ccccc1N1CCN(C2CCN(C(=O)c3cc(OC)c(OC)c(OC)c3)CC2)CC1 | · | -6 | -1 | -9 | -1.0 | -0.3 | 0 | 5 | -0.7
O=C(O)COc1ccccc1/C=N/NC(=O)CSc1nnc(-c2ccc(Cl)cc2)n1C1CCCCC1 | -11 | -2 | 33 | 5 | 2.1 | i | 3 | i | -0.2
COc1ccc(C(=O)/C=C/c2cn(CC(O)CN3CCN(C)CC3)c3ccccc23)cc1OC (stereo unspecified) | 1.1 | -17 | -21 | -25 | -1.2 | -1.3 | -4 | 9 | 8.0
Cc1ccc(C(C)C)c(OCC(=O)NNC(=O)CC2OC(=O)c3ccccc32)c1 (stereo unspecified) | 0.1 | 4 | 6 | 2 | 0.5 | i | · | -6 | 0.1
C[C@H](CO)N1C[C@H](C)[C@@H](CN(C)S(=O)(=O)c2cccs2)Oc2ccc(NC(=O)NC3CCCCC3)cc2C1=O | 0.5&0.8 | -1 | 4 | -5 | 0.1 | -2.1 | · | 1 | 0.1
COc1cc(CNCCO)cc(Br)c1OCc1ccccc1 | -0.8 | · | -4 | 9 | -0.1 | i | -5 | -9 | ·
COc1cccc(OC)c1OCCN1CCCC1 | -4.1 | 3 | -2 | 9 | 0.5 | -0.8 | 1 | 2 | -0.1
O=C(CSCc1cnn(-c2ccccc2)c1-n1cccc1)NCC1CCCO1 (stereo unspecified) | · | -3 | 21 | 3 | -0.6 | -2.6 | 1 | · | 0.4
CC[C@]12c3[nH]c4cc(-c5ccco5)ccc4c3CCN1C(=O)[C@@H](CC(=O)NCCN1CCOCC1)C[C@@H]2C(=O)N1CCN(C(=O)C2CC2)CC1 | -5.4 | -10 | 32 | 7 | -0.1 | 0.2 | · | 11 | -0.5
CCOC(=O)CC[C@H](NC(=O)Cn1cnc(C(=O)Nc2ccc(C)c(C)c2)n1)C(=O)OCC | 0.5 | -3 | 5 | -10 | -1.6 | 1.9 | · | -4 | 0.2
CCCCC(=O)Nc1ccc(N2CCN(S(C)(=O)=O)CC2)cc1 | · | 3 | 1 | 1 | -0.1 | 0.5 | -2 | -4 | -0.7
CS(=O)(=O)Nc1nc2n(n1)C(c1ccc(F)cc1)CC(c1ccccc1)N2 (stereo unspecified) | 0.4 | -9 | 6 | -3 | -0.3 | 0.6 | -5 | 6 | -0.7
O/N=C/c1ccc(OCC(O)COc2ccc(/C=N/O)cc2)cc1 | · | 0 | -1 | -1 | -0.3 | -0.4 | -1 | · | 0.6
C=CCOc1c(Br)cc(/C=N\n2nnnc2N)cc1OC | · | 0 | 6 | -5 | -0.7 | -1.1 | -3 | · | -1.5
Cc1ccc(S(=O)(=O)/C(C#N)=C/c2c(N3CC(C)OC(C)C3)nc3ccccn3c2=O)cc1 (stereo unspecified) | · | · | 20 | -4 | -0.1 | -0.3 | -3 | 0 | ·
Cc1ccc(OCC(=O)N2CCc3ccccc3C2)cc1C | 0.9 | 2 | 23 | -1 | · | -0.3 | · | · | -0.8
CC(OC(=O)c1ccccn1)C(=O)Nc1ccc(C(F)(F)F)cc1 (stereo unspecified) | 3.9 | -1 | 1 | 1 | -1.6 | i | · | -8 | 1.7
Cc1ccc(-c2ccc(CCC(=O)O)n2-c2cccc(O)c2)cc1 | · | -1 | 8 | 0 | 2.2 | 0.3 | 2 | 0 | -0.1
O=C(CN1CCN(Cc2ccccc2)CC1)N/N=C/c1cccnc1 | 0.5 | 0 | 0 | 1 | -0.8 | -0.6 | 2 | i | ?
Fc1ccccc1NC(=S)Nc1cccnc1 | 0.2 | -6 | 7 | -4 | -0.4 | -0.2 | -1 | 2 | -1.9
O=C(NCCN1C(=O)S/C(=C\c2ccc(OC(F)F)cc2)C1=O)[C@@H]1CCCN1C(=O)c1cccs1 | -0.1 | 0 | -5 | -5 | 0.3 | 0.3 | 5 | 2 | -0.2
COc1cccc(NC(=O)Cc2cn(C)c3ccccc23)c1 | · | -4 | 1 | 5 | 0.1 | i | 5 | 16 | -1.0
S=C1NC(C23CC4CC(CC(C4)C2)C3)=CC(c2ccc3c(c2)OCO3)N1 (stereo unspecified) | 2.4 | 0 | 27 | -4 | 18 | 1.6 | 0 | -7 | -1.1
CCOC(=O)C1(CC2CC2)CCN(Cc2cc(Cl)c(O)c(OC)c2)CC1 | -0.1 | -10 | 2 | 0 | -0.1 | -0.5 | -3 | -3 | -0.7
O=C(O)C1Cc2ccccc2CN1C(=O)COc1ccc(Br)cc1 (stereo unspecified) | -0.4 | -6 | 5 | -5 | 0.4 | 1.4 | 1 | -4 | -0.9
C=CCOc1cccc(C2c3c(oc4ccc(F)cc4c3=O)C(=O)N2CCCN2CCOCC2)c1 (stereo unspecified) | 0.0 | 4 | -4 | -6 | -0.8 | -0.6 | · | 3 | 0.8
Cc1ccc(/C=C/C(=O)OCC(=O)N(C)c2c(N)n(Cc3ccccc3)c(=O)[nH]c2=O)o1 | 0.4 | -8 | -2 | -11 | · | -1.1 | · | · | -0.6
CC1CCN(CCCN2C(=O)C3C(C(=O)Nc4ccc(Cl)cc4)C4C=CC3(O4)C2C(=O)NC2CCCCC2)CC1 (stereo unspecified) | 0.9 | 9 | -14 | -3 | -0.2 | -0.3 | -2 | 3 | 3.7
COc1cc(OC)cc(C(=O)OCC(=O)NCc2ccc3c(c2)OCO3)c1 | -1.8 | -1 | 2 | 6 | 1.1 | -1.8 | -3 | 1 | -0.2
COc1ccc(C(=O)N2CCN(S(=O)(=O)c3ccc(Cl)cc3)CC2)cc1OC | · | 4 | 18 | -1 | -0.7 | -6.2 | 0 | 12 | 4.0
COCCn1cnnc1SCC(=O)Nc1cccc(S(=O)(=O)N2CCCCC2)c1 | -11 | -3 | -7 | 11 | 0.6 | -8.0 | · | -15 | -0.9
Cc1ccc(C(=O)NCC(=O)OCCCn2c(=O)[nH]c3ccccc32)cc1C | -0.3 | -6 | 9 | -7 | · | -5.6 | · | · | 0.5
O=C(COc1ccc2ccccc2c1)N1CCN(C(=O)c2cccnc2)CC1 | · | -6 | 5 | -4 | 0.4 | -1.9 | -1 | -23 | -0.2
COc1cc(CN2CCN(c3ccccc3C)CC2)cc([N+](=O)[O-])c1O | · | -2 | -4 | 1 | 0.2 | i | -8 | -11 | -1.2
COC(=O)c1c(-c2ccccc2)oc2c1C(OCCO)CCC2 (stereo unspecified) | 0.8 | -12 | · | -2 | · | · | · | · | -0.9
O=C(COC(=O)c1ccc(Br)o1)Nc1cccc(S(=O)(=O)N2CCCCCC2)c1 | · | · | 6 | 11 | 2.9 | i | -2 | -3 | ·
CC(=O)C1=C(O)C(=O)N(c2ccc(Br)cn2)C1c1ccc(Br)cc1 (stereo unspecified) | 0.9 | ? | 1 | 2 | 0.2 | -0.6 | 2 | -5 | ?
CCN(CC)c1nc(NNC(=O)c2ccccc2)nc(N(CC)CC)n1 | 2.9 | -1 | -6 | 10 | -1.3 | i | · | -8 | 0.4
CC(C)Oc1ccccc1-c1cc(C(=O)N/N=C/c2cccnc2)c2ccccc2n1 | 0.9 | 1 | 1 | -1 | 2.8 | i | 0 | · | 1.5
COc1ccc(NC(=O)C2CCCN2C(=O)NCc2ccccc2)cc1 (stereo unspecified) | 1.2 | -2 | 8 | 6 | 0.8 | 0.1 | 0 | -4 | 0.4
Cc1ccc(SCC(=O)N2CCCC2)cc1 | · | 1 | 8 | 2 | 0.5 | i | -1 | -5 | 0.3
COC(=O)c1ccc(CSc2nc3c(cnn3-c3ccccc3)c(=O)[nH]2)o1 | 0.0 | -2 | 6 | -3 | 0.0 | i | 3 | -15 | 0.5
COc1ccc(C(C(=O)NC2CCCCC2)N(C(=O)CCl)c2ccc(Cl)cc2)cc1 (stereo unspecified) | · | -7 | 2 | · | 0.9 | 0.1 | 7 | -5 | -0.7
COc1ccc(NC(=O)c2ccc(C(=O)c3cc(OC)ccc3OC)cc2)cc1 | 0.9 | 1 | -3 | · | -0.9 | -0.1 | 2 | 9 | 5.6
OC(CN1CCCCC1)CN(c1ccccc1)c1ccccc1 (stereo unspecified) | · | 1 | 3 | 2 | 0.7 | 3.6 | 3 | 1 | 1.2
Cc1ccc(N(NC(=O)C(C)(C)O)C(=O)c2ccccc2)cc1C | · | -1 | -1 | -4 | -0.4 | -5.0 | -3 | -13 | -0.3
CCCCN1C(N)=NC[C@@H]1CC1CCCCC1 | 2.8 | 5 | 6 | 8 | -1.2 | -0.8 | · | 4 | -0.8
Cc1ccccc1N1CCN(C2CCCN(C(=O)CCN3CCCCC3=O)C2)CC1 (stereo unspecified) | 0.2 | -3 | 4 | 1 | -1.3 | -0.4 | 2 | 9 | -1.6
Going on with the list.
SMILES | TcdB GH inh | Anthrax LF inh2 | Yp Topo-I inh | PrPC TRFRET | PfHsp40 yeast | Vc quorum ag | SARS 3CLpro inh | PriA SSB inh | BoNT A protease
C=C(C)[C@H]1CN[C@H](C(=O)O)[C@H]1CC(=O)O | 0.7 | -3 | -1 | 3 | -0.2 | i | · | 2 | -0.2
Cc1ccc(C(=O)C[n+]2ccc(-c3nnc4n3CCC4)cc2)cc1 | · | 0 | 0 | -22 | -0.7 | -1.1 | 3 | -1 | 1.7
COc1cc(NC(=O)c2nccnc2C(=O)O)cc(OC)c1 | -0.7 | -4 | -8 | 4 | 0.6 | -0.1 | 1 | -3 | -0.1
O=C(CSc1ccc(-c2ccco2)nn1)NCc1ccc2c(c1)OCO2 | 0.8 | -3 | 1 | 1 | -1.1 | i | 1 | -4&0 | 0.4
CN(C)c1ccc(/C=C2\N=C(c3ccc(Cl)c([N+](=O)[O-])c3)NC2=O)cc1 | · | 0 | -2 | -5 | 0.7 | -0.3 | 6 | 6 | 7.2
